# WRN inhibitor: blocks human WRN helicase; AID 651768; Q14191; 0.46% of 360,000 active; WRN helicase unwinding, fluorescent forked duplex, kinetic; Potency, µM (doses to about 114 µM), for inactives: at the top dose activity change, negative = inhibition, usual class: inhibitors; further: potency means the concentration at half of the fitted maximal effect; on the % scale 0 is the no-effect control and ±100 the full control effect; nearly all actives have a fitted effect of over 55% in size
#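 WRN at 20 nM final preincubated with compound 15 min at room temperature; reaction started with 100 nM fluorophore/quencher forked duplex oligonucleotide and 2 mM ATP final. Unwinding followed kinetically by red fluorescence (ex 525, em 598 nm).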
# EPAC1 agonist: EPAC1 (human) agonism; Potency, µM (top dose mostly 154 µM), inactives show at the top dose activation, actives largely listed as activators; O95398; EPAC1 agonist qHTS, biochemical assay; response scale: 100% = response to 6.5 mM cAMP; 0.073% of 360,000 active; further: potency means the concentration at half of the fitted maximal effect; nearly all actives have a fitted effect of over 60% in size
# Target sequence (O95398 whole entry, looked up): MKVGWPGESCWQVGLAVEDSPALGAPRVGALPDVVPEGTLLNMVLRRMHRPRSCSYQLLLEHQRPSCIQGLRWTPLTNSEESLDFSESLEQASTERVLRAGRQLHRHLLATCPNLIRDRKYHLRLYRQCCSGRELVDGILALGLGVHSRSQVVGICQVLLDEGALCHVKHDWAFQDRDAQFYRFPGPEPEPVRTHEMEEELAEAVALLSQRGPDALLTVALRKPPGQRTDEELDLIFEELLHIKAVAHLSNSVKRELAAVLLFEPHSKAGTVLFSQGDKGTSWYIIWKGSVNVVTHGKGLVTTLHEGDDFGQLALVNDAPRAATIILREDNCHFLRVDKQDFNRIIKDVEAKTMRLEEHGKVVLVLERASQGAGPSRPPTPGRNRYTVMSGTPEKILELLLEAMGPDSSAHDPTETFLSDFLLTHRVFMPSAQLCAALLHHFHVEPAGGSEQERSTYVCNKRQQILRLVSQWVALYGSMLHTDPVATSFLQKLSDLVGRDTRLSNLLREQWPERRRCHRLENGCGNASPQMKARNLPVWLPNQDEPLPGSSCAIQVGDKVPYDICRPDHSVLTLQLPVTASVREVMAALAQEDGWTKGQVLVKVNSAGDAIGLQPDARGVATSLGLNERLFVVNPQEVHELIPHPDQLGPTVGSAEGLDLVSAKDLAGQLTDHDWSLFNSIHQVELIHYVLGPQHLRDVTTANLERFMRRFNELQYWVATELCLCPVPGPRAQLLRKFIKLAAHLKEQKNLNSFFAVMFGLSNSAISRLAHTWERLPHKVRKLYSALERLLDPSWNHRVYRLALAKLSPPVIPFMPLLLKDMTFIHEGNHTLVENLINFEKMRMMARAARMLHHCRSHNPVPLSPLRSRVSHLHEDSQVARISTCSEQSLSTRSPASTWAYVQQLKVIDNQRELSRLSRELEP
#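 EPAC1 100 nM, Rap1B–BODIPY-GDP 250 nM, unlabeled GDP 50 uM; compound titration; 5 min RT; kinetic read ex480/em540 at 5-min intervals ×30 min; data normalized to 6.5 mM cAMP agonist control.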
# PLK1 PBD block: blocks phosphopeptide binding to human PLK1 polo-box domain. Plk1 PBD binding of FITC phosphopeptide, fluorescence polarization. 2.8% of 360,000 active. P53350. Potency, µM, without a hit: max response, negative = inhibition, most hits filed as inhibitors. AID 720504; further: potency means the concentration at half of the fitted maximal effect; series mostly up to about 57 µM; on the % scale 0 is the no-effect control and ±100 the full control effect; nearly all actives have a fitted effect of over 65% in size
# IL-2 act: activators of IL-2; activation, % (series mostly up to about 46 µM); IL-2 activation reporter assay, cell-based qHTS; stimulated with anti-CD3/CD4/CD28 beads; in transgenic mouse T cells; AID 652025; 0.065% of 360,000 active; in the data active means activation above about 50%; inconclusive means mostly about 30% to 49%; further: 0% is about no effect
#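 Unstimulated transgenic mouse T cells; 60-min compound exposure; bead-based TCR/CD4/CD28 stimulation; 18 h culture, 37 degrees C; dual fluorescence (EGFP, DsRed) plate cytometry.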
# FUS suppressor: suppressors of FUS proteinopathy in yeast | Potency, µM (doses to about 76.6 µM), for the others: at the highest dose growth rescue (activation), usual class: activators | 0.24% of 390,000 active | S. cerevisiae FUS-expressing, growth rescue, OD600, 24 h;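 further: potency means the concentration at half of the fitted maximal effect; plate controls were DMSO vehicle for no effect and reference control for full effect; nearly all actives have a fitted effect of over 55% in size; some results filed as inactive show a strong effect at the top dose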
#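 Absorbance at 600 nm, taken 24hr after compound addition, measured rescue of FUS-yeast growth at 30C. Induction used 2% galactose with seeding at OD 0.005. Controls: CP55940 from 92uM final, DMSO only.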
# EPAC1 antagonist: EPAC1 (human) antagonism. EPAC1 GEF assay, Rap1b-BODIPY-GDP exchange fluorescence. 0.14% of 360,000 active. Potency, µM (highest dose often 115 µM), inactives show at the highest dose activity change, negative = inhibition, usual class: inhibitors. O95398. AID 720709;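 further: potency means the concentration at half of the fitted maximal effect; plate controls were vehicle for no effect and positive control for full effect; nearly all actives have a fitted effect of over 50% in size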
# Abeta rescue: restores growth of yeast expressing A-beta42 peptide. yeast expressing A-beta42, growth rescue, OD600, 48 h; response scale: 0% DMSO, 100% iron-clioquinol control. Potency, µM (series often up to 46.1 µM), for inactives: top-dose growth rescue, hits mostly activators. 0.063% of 410,000 active; further: potency means the concentration at half of the fitted maximal effect; nearly all actives have a fitted effect of over 55% in size
#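 Yeast A-beta toxicity model in growth medium with pinned compounds, 48 h at 30 C; growth read as absorbance at 600 nm. Normalized to FeCl3/clioquinol equimolar mix (positive) and DMSO (negative).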
# PI5P4K alpha inh: inhibitors of human PI5P4K alpha | P48426 | max response, % | 1.2% of 330,000 active | PI5P4Kalpha enzyme, ADP-Glo luminescence, 60 min; stronger effect = lower value; active means max response of -50% or lower; inconclusive means between -30% and -50%; inactive means -30% or higher; further: value at the top dose of about 77 µM; on the % scale 0 is the no-effect control and ±100 the full control effect
#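 Controls without substrate or without enzyme flank wells where PI5P4Kalpha converts substrate using 5 microM ATP (final). Incubation lasts 60 minutes at room temperature; ADP formed is read by ADP-Glo luminescence.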
# The depositor's hits bear a star; ? = inconclusive; . = no result given; [ ] = another dose, or the depositor's remark. Unless noted, the call rests on the fitted dose curve; in most records, active means well fitted curve in the direction sought with a large enough effect; inconclusive means small, poorly fitted or top-dose-only effect, or another doubt; inactive means no such curve, though single readings can be large; an effect the other way counts as inactive or inconclusive.
# Results follow in this order: WRN inhibitor	EPAC1 agonist	PLK1 PBD block	IL-2 act	FUS suppressor	EPAC1 antagonist	Abeta rescue	PI5P4K alpha inh
1	COc1cc(C=O)ccc1OC(=O)N1CCOCC1
  8%	8%	1%	2.6	-28%	18%	-7%	2
2	COc1cccc(-c2cc(CNC(=O)[C@H]3O[C@@H](n4cnc5c(N)ncnc54)[C@H](O)[C@@H]3O)no2)c1
  -3%	4%	4%	0.6	-2%	-12%	6%	-28
3	O=C(CNC(=O)c1sc2ccccc2c1Cl)NCc1ccccc1
  -4%	-2%	3%	-4.4	1%	2%	4%	-5
4	CCCNC(=O)c1ccc(N2CCC3(CC2)CC(c2ccccc2)=NO3)c(NC(=O)c2ccc(Br)cc2)c1
  -4%	1%	-8%	-0.8	28%	-7%	8%	3
5	C[C@@H]1CN(Cc2nc(-c3cnccn3)no2)C[C@H](C)O1
  5%[57.1 µM]	3%	-9%	-0.6	6%	-30%	4%	2
6	CC1(C)Cc2c(sc(NC(=O)c3ccc(Br)o3)c2C#N)CO1
  -6%	3%	-11%	0.0	20%	-3%	7%	1
7	COc1ccccc1NC1=NC(c2ccc(Cl)cc2)N=C(N)N1 (centres undefined)
  12%	8%	0%	0.2	19%	8%	11%	.
8	CCN(C[C@H]1N[C@@](CC)(C(=O)OC)[C@H]2C(=O)N(C)C(=O)[C@@H]12)S(=O)(=O)c1ccc(-c2ccccc2)cc1
  -8%	12%	-6%	-0.6	?	-8%	-6%	2
9	COC(=O)c1ccc(-n2nnnc2SCc2nn[nH]n2)cc1
  -3%	-1%	-3%	-0.7	21%	2%	5%	-17
10	CCOC(=O)NC(=O)/C(C#N)=N\Nc1ccc(Cl)cc1
  1%	-1%	-4%	0.1	4%	0%	4%	-23
11	CCOc1ccccc1NC(=O)Cn1c(=O)sc2ccccc21
  -2%	3%	-15%	-0.7	-5%	-11%	11%	-7
12	CCCCCCN1CCN(C2CN(Cc3cn(Cc4ccc(F)cc4)nn3)S(=O)(=O)C2)CC1 (centres undefined)
  0%	-5%	4%	-0.6	-13%	-1%	-4%	0
13	CCCCCC1C/C(=N\O)C=C(C)C1C(=O)OC (centres undefined)
  -1%	-4%	-4%	0.9	-5%	-6%	7%	1
14	CNC(=O)c1sc(SC)cc1-c1ccc(Cl)cc1
  -5%	5%	-3%	0.2	-13%	-8%	-9%	-4
15	COc1ccc(NC(=O)CSCC(=O)Nc2nnc(CC(C)C)s2)cc1
  -8%	4%	-12%	-0.5	?	-5%	21%	0
16	CC(C(=O)NCC1CCCCC1)N(C)Cc1cccc(Cl)c1 (centres undefined)
  4%	2%	-9%	0.2	-34%	-5%	4%	13
17	CCOc1ccc(NS(=O)(=O)c2ccc(C(=O)N3CCN(c4ncccn4)CC3)cc2)cc1
  2%	3%	3%	-4.1	22%	6%	4%	0
18	Cc1ccc2nc(N(CCCN(C)C)C(=O)CS(=O)(=O)c3ccccc3)sc2c1
  -3%	6%	-12%	2.8	13%	-11%	-2%	0
19	CCOc1ccc(CN2CCNC(=O)C2CC(=O)NCCN2CCOC2=O)cc1 (centres undefined)
  -3%	2%	-8%	-0.4	3%	-3%	4%	2
20	O=C(Cn1nc(-c2ccccc2)ccc1=O)NCc1ccc2c(c1)OCO2
  -9%	3%	0%	-0.4	-16%	-1%	20%	.
21	CC(=O)NNC(=S)Nc1cccc(F)c1
  3%	5%	-13%	0.5	8%	-7%	6%	3
22	CCCCNC(=O)n1c(SC)nc2ccccc21
  -5%	3%	?	0.5	-3%	-1%	2%	-1
23	COc1cccc(C(=O)/C=C/c2ccc(SC)cc2)c1
  3%	12%	-3%	-4.6	13%	8%	1%	.
24	O=C(NCc1ccccc1)c1cc(C2COCCN2C(=O)c2ccc(Cl)cc2)on1 (centres undefined)
  0%	-2%	3%	0.2	19%	-24%	-7%	7
25	COc1cc(C)c(Br)cc1S(=O)(=O)NCc1ccncc1
  -4%	-3%	-4%	0.0	0%	-5%	-3%	8
26	O=S(=O)(CCC1CCCCN1)c1ccccc1 (centres undefined)
  -1%	-6%	-1%	0.1	-14%	-11%	-5%	-2
27	CC1=CN2C(=N)/C(=C/c3ccc(C)o3)C(=O)N=C2S1
  -11%	1%	3%	-2.7	.	-19%	-10%	-1
28	CSc1ccc(C2c3[nH]c4ccccc4c3CCN2C(=O)c2ccnn2C)cc1 (centres undefined)
  -15%	-5%	-10%	-2.6	44%	?	1%	8
29	Cc1cccc(Cn2nc(-n3cccc3)c3c(C)cc(C)nc32)c1
  5%	3%	6%	0.0	0%	2%	?	3
30	COc1cc(C(C)=O)ccc1Oc1ccc(S(=O)(=O)N2CCOCC2)cn1
  -26%	2%	-20%	2.4	.	-15%	-18%	5

# In the list so far, 3 have bromine.
# Results follow in this order: WRN inhibitor	EPAC1 agonist	PLK1 PBD block	IL-2 act	FUS suppressor	EPAC1 antagonist	Abeta rescue	PI5P4K alpha inh
4	CCCNC(=O)c1ccc(N2CCC3(CC2)CC(c2ccccc2)=NO3)c(NC(=O)c2ccc(Br)cc2)c1
  -4%	1%	-8%	-0.8	28%	-7%	8%	3
6	CC1(C)Cc2c(sc(NC(=O)c3ccc(Br)o3)c2C#N)CO1
  -6%	3%	-11%	0.0	20%	-3%	7%	1
25	COc1cc(C)c(Br)cc1S(=O)(=O)NCc1ccncc1
  -4%	-3%	-4%	0.0	0%	-5%	-3%	8

# The main list resumes, starting 2 compounds before the break.
# Results follow in this order: WRN inhibitor	EPAC1 agonist	PLK1 PBD block	IL-2 act	FUS suppressor	EPAC1 antagonist	Abeta rescue	PI5P4K alpha inh
29	Cc1cccc(Cn2nc(-n3cccc3)c3c(C)cc(C)nc32)c1
  5%	3%	6%	0.0	0%	2%	?	3
30	COc1cc(C(C)=O)ccc1Oc1ccc(S(=O)(=O)N2CCOCC2)cn1
  -26%	2%	-20%	2.4	.	-15%	-18%	5
31	CCC(C)N(C(=O)CSc1nnc(-c2ccco2)n1C)C1CCS(=O)(=O)C1 (centres undefined)
  -6%	2%	-1%	2.1	7%	-17%	-4%	-1
32	COc1ccccc1N=Cc1c(C)[nH]n(-c2ccc(C)cc2C)c1=O
  -31%	12%	-19%	-0.4	12%	-3%	1%	0
33	O=C(Nc1ccc(Br)cc1)c1ccc2ncsc2c1
  -2%	-4%	-19%	0.0	5%	-14%	7%	-21
34	Cc1nc2oc(C(=O)c3ccccc3)c(N)c2c2c1COC(C)(C)C2
  -19%	-2%	0%	-0.5	8%	-2%	18%	3
35	CCCn1c(SCC(=O)NC2CC2)nnc1-c1ccccn1
  6%	-5%	-4%	-0.6	7%	9%	-7%	2
36	Nc1nonc1C(=O)NCCNCc1ccccc1OCc1ccccc1F
  1%	-1%	-28%	-2.9	18%	2%	15%	0
37	CCOc1ccc(NC(=O)C2CCN(C(=O)NC3CCCCC3)CC2)cc1
  -6%	-7%	-2%	-2.3	29%	18%	5%	.
38	Cc1ccc2[nH]c(=O)c(COC(=O)C3CCCO3)cc2c1 (centres undefined)
  -4%	14%	-6%	0.5	-18%	3%	-6%	-8
39	Cc1ccc(C(=O)C(OC(=O)COc2ccccc2C)c2ccccc2)cc1 (centres undefined)
  -4%	14%	-2%	-2.5	4%	-6%	-12%	3
40	CN(Cc1cnn(C)c1)C(=O)C1CCC(=O)N(Cc2cccc(F)c2)C1 (centres undefined)
  8%	2%	-5%	-0.7	23%	11%	7%	2
41	O=C(Nc1cccc(F)c1)c1ccc(S(=O)(=O)N2CCCCC2)cc1
  -10%	7%	-1%	-4.7	1%	-11%	-5%	6
42	CCN(CC)C(=O)N1CCN(C(=O)c2ccc(C)cn2)CC1
  4%	7%	-1%	0.0	21%	-11%	-6%	4
43	O=C1c2[nH]c3ccccc3c2CC1N1C(=O)c2ccccc2C1=O (centres undefined)
  -14%	2%	6%	-2.6	4%	12%	-5%	3
44	CCN(CC)CCN(Cc1cc2cc3c(cc2[nH]c1=O)OCO3)C(=S)NCCCOC
  10%	10%	-5%	-0.7	-5%	-4%	4%	-1
45	COc1cccc(CNc2ccc3[nH]c(=O)[nH]c3c2)c1OCc1ccccc1Cl
  -7%	17%	4%	-0.5	15%	-12%	12%	2
46	Cc1nn(Cc2ccc(Cl)cc2)c2sc(C(=O)OCC(N)=O)cc12
  7%	-7%	-7%	0.3	5%	14%	-9%	6
47	CCNc1nc(CN2CCOCC2)nc2sc3c(c12)CCC3
  -1%	13%	-2%	-1.1	4%	7%	-1%	-8
48	O=C(NC(=S)NCCC1=CCCCC1)c1ccc(Br)o1
  2%	9%	-4%	-3.3	6%	5%	?	22
49	CCN1C(=O)[C@H]2[C@@H](c3ccc(OC)cc3)N3C(=O)CN(Cc4ccccc4)C(=O)[C@@]3(Cc3ccccc3)[C@H]2C1=O
  -4%	0%	-1%	-3.6	7%	0%	7%	10
50	CCOc1cc(N2CCOCC2)c(OCC)cc1NC(=O)COC(=O)CCOc1ccc(C(C)(C)C)cc1
  -6%	5%	-6%	-0.8	17%	-4%	2%	2
51	CCN(CC)C(=O)C(C)OC(=O)c1ccc(O)cc1 (centres undefined)
  -13%	-2%	1%	-1.6	23%	-3%	18%	.
52	CCn1c(=NC(=O)CSC(C)=O)sc2cc(OC)ccc21
  -1%	-3%	4%	-2.6	40%	-3%	?	0
53	Cc1ccccc1NC(=O)CCn1c(=O)oc2ccccc21
  5%	1%	-7%	-2.2	-14%	-6%	-5%	0
54	O=C(NCc1nc2ccccc2[nH]1)c1ccc([N+](=O)[O-])cc1
  -6%	9%	-9%	0.3	-10%	4%	-10%	7
55	Cc1ccc(N2C(=O)CSC2c2ccccn2)cc1Cl (centres undefined)
  -13%	9%	3%	0.6	15%	8%	-7%	.
56	COc1ccc(-c2csc(NC(=O)c3nc(-c4ccccc4)oc3C)n2)cc1
  -5%	1%	-13%	-0.3	33%	-16%	4%	1
57	Cc1cccc(NC(=O)CN2CCN(CC(=O)NCC3(N4CCCCC4)CCCCC3)CC2)c1C
  6%	2%	0%	0.1	2%	21%	-2%	8
58	N#CCSc1nnc2ccc3ccccc3n12
  -17%	2%	-3%	2.4	3%	-4%	0%	2
59	CCc1c(C)sc(NC(=O)c2cc(C(C)C)on2)c1C#N
  -9%	7%	?	-0.8	-8%	-2%	-4%	-1
60	Cc1cc(OCC(=O)N(Cc2ccccc2)C2CCS(=O)(=O)C2)ccc1Cl (centres undefined)
  2%	-2%	-2%	0.5	?	11%	9%	-2
61	CCOC(=O)c1ccc(NC2c3ccccc3C(=O)N2c2ccc(C)cn2)cc1 (centres undefined)
  3%	-6%	-18%	-1.5	-13%	9%	-9%	-1
62	CN(C)S(=O)(=O)c1ccc(Cl)c(NC(=O)COC(=O)/C=C/c2ccc3ccccc3n2)c1
  -11%	10%	-2%	-1.3	.	-16%	2%	5

# Bioassay records (PubChem)
